# Bioassay records from PubChem.
# PMI act = phosphomannose isomerase (human) activation; P34949; purified human PMI, coupled resazurin fluorescence, 20 min; active compounds read high; 1 = vehicle control, 0 substrate-free wells; activation factor at 20 µM; 0.005% of 190,000 active; AID 1214;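 active means activation factor of 2 or more at 20 µM, relative to plate controls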
# TR-FRET SRC-2 ct = counter-screen for PPARgamma SRC-2 recruitment agonists: TR-FRET artefact; active compounds read high; TR-FRET ratio at 8 µM; 0.4% of 200,000 active; in the data active means TR-FRET ratio above about 2000; further: inactives centre near 1500
# G6PDH counter = counter-screen for G6PDH assay hits: L. mesenteroides G6PDH inhibition | Purified L. mesenteroides G6PDH, diaphorase/resazurin coupled fluorescence, 45 min | inhibition, % at 5 µM | 0.12% of 200,000 active | AID 1020; in the data active means inhibition above about 50%
# Diaphorase inh = inhibits diaphorase or chemically oxidizes, flagging diaphorase assay artifacts | diaphorase resazurin-to-resorufin fluorescence, NADH, 16 min; bacterial (C. kluyveri) enzyme, not human | 0.69% of 190,000 active | inhibition, % at 20 µM;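 active means primary screen inhibition at 20 µM above a set limit, cut at about 50% in these data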;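 further: plate controls were DMSO with full reaction for no effect and wells lacking NADH for full effect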
#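 Benchmarks: positive control wells lacking NADH, neutral wells with DMSO only. System: bacterial diaphorase enzyme (C. kluyveri). Input: 0.14 U/mL diaphorase, enzyme working solution. Detection: resorufin fluorescence, excitation 544 nm, emission 590 nm. Times: 16-min room-temperature incubation before reading.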
# PPARg SRC-1 ag = agonists of human PPARgamma SRC-1 coactivator recruitment | P37231 | PPARgamma-SRC-1 coactivator recruitment biochemical assay | activation, % at 8 µM | 0.41% of 200,000 active | AID 631; in the data active means activation above about 19%;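 further: 0% = DMSO and 100% = reference agonist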
# Target sequence (P37231 whole entry, looked up): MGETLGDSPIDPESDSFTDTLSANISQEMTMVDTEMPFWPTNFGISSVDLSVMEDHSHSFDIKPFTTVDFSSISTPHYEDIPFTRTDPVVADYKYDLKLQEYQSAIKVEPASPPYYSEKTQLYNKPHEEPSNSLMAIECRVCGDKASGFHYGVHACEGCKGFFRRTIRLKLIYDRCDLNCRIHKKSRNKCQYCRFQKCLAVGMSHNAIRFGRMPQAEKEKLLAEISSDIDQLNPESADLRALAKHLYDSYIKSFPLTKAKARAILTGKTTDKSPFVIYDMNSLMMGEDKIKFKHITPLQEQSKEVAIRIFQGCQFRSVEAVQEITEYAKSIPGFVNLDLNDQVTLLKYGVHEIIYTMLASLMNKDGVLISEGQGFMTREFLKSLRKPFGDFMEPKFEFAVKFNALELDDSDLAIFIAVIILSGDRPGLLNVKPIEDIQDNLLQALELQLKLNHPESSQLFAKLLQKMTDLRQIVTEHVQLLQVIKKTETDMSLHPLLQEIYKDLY
# PPARg SRC-2 ag = agonists of SRC-2 recruitment by human PPARgamma; PPARgamma LBD-SRC-2 recruitment, biochemical; 0.34% of 200,000 active; activation, % at 8 µM; P37231; in the data active means activation above about 22%;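 further: 0% = vehicle and 100% = reference agonist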
# PMI act hi M6P = increases human PMI activity with near-saturating mannose 6-phosphate; activation factor at 20 µM; 0.34% of 190,000 active; coupled PMI enzyme assay, resazurin fluorescence, 20 min; active compounds read high; 1 = untreated enzyme, 0 = substrate-free blank;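 active means activation factor of 2 or more at 20 µM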
#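 Test system – human PMI in coupled enzyme assay · Timing – 20 min incubation at room temperature · Detection – Diaphorase-driven resazurin-to-resorufin fluorescence, excitation 544, emission 590 nm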
# PPARg SRC3 recr = PPARgamma-driven SRC-3 recruitment agonism | biochemical PPARgamma/SRC-3 coactivator recruitment assay | P37231 | 0.26% of 200,000 active | activation, % at 8 µM | AID 731; in the data active means activation above about 23%;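 further: 0% = DMSO and 100% = reference agonist; some compounds past the cut are filed as inactive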
# Diaphorase act = counter-screen for diaphorase-based assays: diaphorase activators and chemical reducers. Diaphorase/resazurin coupled assay, resorufin fluorescence, 16 min; active compounds read high; 1 = vehicle wells, 0 = NADH-free wells. activation factor at 20 µM. 0.005% of 190,000 active;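 active means diaphorase activity raised at least twofold by the compound at 20 µM; inactive means activation factor below 2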
#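 Material: Clostridium kluyveri diaphorase, purified enzyme; Quantity: enzyme 0.07 U/mL final; Medium: HEPES pH 7.4 buffer with MgCl2 and Tween 20; Dosing: single compound dose of 20 µM, 1% DMSO final; Schedule: 16 min reaction at room temperature; Measured by: red resorufin fluorescence at 544/590 nm excitation/emission.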
# S1P3 antagonist = antagonists of human S1P3 receptor; inhibition, % at 4.98 µM; 0.27% of 170,000 active; AID 485; CHO S1P3 NFAT-BLA reporter, FRET fluorescence, antagonist mode; Q99500;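 active means inhibition above the plate cutoff, the mean inhibition of test wells on that plate plus 3 SD, cut at about 28% in these data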;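 further: cells challenged with S1P at its EC80 of 0.8 µM; blue over green emission ratio from cleaved BLA substrate after 4 h stimulation; 0% = S1P-stimulated wells and 100% = unstimulated DMSO-only wells; some compounds past the cut are filed as inactive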
# ROMK primary = modulators of human ROMK potassium channel; P48048; Tet-inducible ROMK, thallium flux fluorescence; actives lie on both sides; B-score at 10 µM; 2% of 130,000 active; AID 1918;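 active means signal ratio slope over the read window, or its plate-corrected B-score, at least 3 SD from the plate mean, either direction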;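 further: B-score of the F/F0 ratio slope over 7 to 12 s after thallium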
# Target sequence (P48048 whole entry, looked up): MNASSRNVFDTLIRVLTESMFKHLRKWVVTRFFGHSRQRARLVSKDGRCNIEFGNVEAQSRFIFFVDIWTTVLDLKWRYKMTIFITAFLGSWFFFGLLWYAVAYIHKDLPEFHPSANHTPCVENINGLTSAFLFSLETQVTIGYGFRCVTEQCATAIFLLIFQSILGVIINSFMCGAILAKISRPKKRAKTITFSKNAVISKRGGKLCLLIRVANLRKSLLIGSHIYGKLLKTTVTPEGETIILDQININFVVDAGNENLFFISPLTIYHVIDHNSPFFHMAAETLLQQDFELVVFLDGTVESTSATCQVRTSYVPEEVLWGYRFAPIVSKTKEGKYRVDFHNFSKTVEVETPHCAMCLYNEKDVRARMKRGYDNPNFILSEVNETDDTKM
# Active calls of the source: *; . = not tested or not shown.
SMILES,PMI act,TR-FRET SRC-2 ct,G6PDH counter,Diaphorase inh,PPARg SRC-1 ag,PPARg SRC-2 ag,PMI act hi M6P,PPARg SRC3 recr,Diaphorase act,S1P3 antagonist,ROMK primary
COC(=O)c1ccc(N2CCCCC2)c(N)c1,1,1444,13,9,-5,-3,1,3,0.9,-3,0.31
C=CCSc1nc2ccccc2n1Cc1nnc(-c2cccs2)o1,1,1640,0,7,2,4,1,1,0.9,-13,.
Cc1ccccc1C(=O)NC(C(=O)Nc1nc2c(s1)CCCC2)C(C)C (stereo not given),0.7,1579,10,19,7,-2,0.8,9,0.8,6,.
O=C(N1CCN(c2ccccn2)CC1)C(Cl)(Cl)Cl,0.9,1577,20,10,13,1,0.9,2,0.9,5,-0.47
Cc1ccc2oc(=O)c3cnn(CC(=O)N(CCCN4CCOCC4)Cc4ccco4)c3c2c1,1,1565,2,17,9,4,1,5,0.8,2,.
COc1ccc(C)cc1NC(=O)C(=O)NNC(=O)c1ccco1,0.8,1721,-5,21,0,5,0.8,0,0.8,.,.
Cc1ccc(OCCSc2nc(N)cc(N)n2)cc1,1,1541,2,9,3,-12,1,-3,0.9,9,0.93
COc1ccc(S(=O)(=O)NCC2CCCN(C(=O)C=C(C)C)C2)cc1 (stereo not given),0.8,1569,10,8,-1,-6,0.9,0,0.9,-13,0.51
O=C(CSc1nc(C2CC2)nc2ccccc12)Nc1ccccc1N1CCOCC1,0.9,1732,12,32,6,-2,1,3,0.7,8,-0.23
O=C(CC(C(=O)O)N1CCOCC1)Nc1ccc(Cl)cc1 (stereo not given),1,1537,-8,3,5,4,1,8,1,-10,.
CC1=CN2C(=N)/C(=C/c3ccc(C)o3)C(=O)N=C2S1,0.9,1416,-15,0,4,-10,1,-5,1,-12,.
COc1ccc(C/C(C)=N/NC(=O)c2ccncc2)cc1,1.1,1467,-2,1,2,0,1.1,3,1,-3,0.65
Cn1c(C(=O)N(Cc2ccccc2)Cc2cccs2)cc2sccc21,0.8,1698,7,15,1,6,0.9,7,0.9,-15,-1.6
Cc1ccc(S(=O)(=O)N2CCN(CC(=O)NC3CCCc4ccccc43)CC2)c(C)c1 (stereo not given),0.8,1654,7,25,4,13,0.9,-10,0.8,.,-2.7
COc1ccc(NC(=O)Nc2nnc(C(C)C)s2)cc1,0.9,1273,14,10,0,-8,1,-8,0.9,3,.
CN1CCC(OC(=O)c2ccccc2Cl)CC1,1.1,1671,11,-3,4,10,1,5,1,-9,0.55
O=[N+]([O-])c1cc(C(F)(F)F)cc([N+](=O)[O-])c1NCc1cccnc1,1,1549,-3,8,3,-4,0.9,-9,0.9,-13,.
CCOC(=O)c1c(CC(C)C)csc1N,0.7,1721,6,28,8,6,0.7,4,0.7,3,0.082
CCc1nc(SCC(=O)Nc2cc(C)on2)c2c(=O)n(C)c(=O)n(C)c2n1,0.9,1478,-15,19,2,8,0.9,-3,0.8,4,.
COc1cccc(CN2CCNC(=O)C2CC(=O)NCCc2ccccn2)c1 (stereo not given),1,1548,4,13,4,-3,0.9,-6,0.9,4,-0.51

# A section taken from the entries so far, for reference:
SMILES,PMI act,TR-FRET SRC-2 ct,G6PDH counter,Diaphorase inh,PPARg SRC-1 ag,PPARg SRC-2 ag,PMI act hi M6P,PPARg SRC3 recr,Diaphorase act,S1P3 antagonist,ROMK primary
O=[N+]([O-])c1cc(C(F)(F)F)cc([N+](=O)[O-])c1NCc1cccnc1,1,1549,-3,8,3,-4,0.9,-9,0.9,-13,.
CCOC(=O)c1c(CC(C)C)csc1N,0.7,1721,6,28,8,6,0.7,4,0.7,3,0.082
CCc1nc(SCC(=O)Nc2cc(C)on2)c2c(=O)n(C)c(=O)n(C)c2n1,0.9,1478,-15,19,2,8,0.9,-3,0.8,4,.

# Additional compounds
SMILES,PMI act,TR-FRET SRC-2 ct,G6PDH counter,Diaphorase inh,PPARg SRC-1 ag,PPARg SRC-2 ag,PMI act hi M6P,PPARg SRC3 recr,Diaphorase act,S1P3 antagonist,ROMK primary
CNc1nc(C)nc(N/N=C/c2ccccc2)n1,1.1,1377,10,-18,1,1,1.1,1,1.2,-4,1.2
Cc1onc(-c2ccccc2Cl)c1C(=O)Nc1ccc(F)c(F)c1,1,1401,8,13,1,1,1,18,0.9,1,0.052
CCN(CC)CCCNC(=O)CSc1nc(C)cc(C)n1,1,1565,2,-1,-10,-9,1,-7,1,-10,0.31
O=C(Cn1ncc2c(=O)oc3ccccc3c21)N1CCc2ccccc2C1,1,1544,5,8,1,1,1,3,0.9,10,.
CCOCCOc1nc2c(c(=O)n(C)c(=O)n2C)n1Cc1ccc(C)cc1,1.1,1549,3,8,-1,11,0.9,6,0.9,-4,.
CCOC(=O)C1CCN(c2c(NCc3ccc(C(=O)NC(C)CC)cc3)c(=O)c2=O)CC1 (stereo not given),1,1333,6,20,0,0,1,2,0.8,20,.
NC(=S)NNc1cc(Cl)cc(Cl)c1,1.1,1816,11,22,-3,7,1.3,10,0.8,.,-0.32
NC(=O)CSc1nc2ccccc2n1-c1ccccc1,1,1324,-4,10,-2,11,0.9,2,0.9,-11,.
COc1ccc(/C=C/C(=O)c2ccccc2)cc1COc1ccc(F)cc1,0.8,1641,-1,17,-6,7,0.9,7,0.8,.,0.39
CCOC(=O)C1C(=O)C=C(c2ccc(Br)cc2)CC1c1ccco1 (stereo not given),0.9,1718,4,15,12,12,0.9,10,0.8,.,.
Cc1cccc(C2c3[nH]c4ccccc4c3CCN2Cc2cnn(-c3ccc(F)cc3)c2)n1 (stereo not given),0.9,1627,-2,13,3,9,0.9,2,0.9,13,0.035
N#C/C(=C1/C(=O)Nc2ccc(Br)cc21)c1ccccn1,1,1637,2,-3,3,4,0.9,3,1,-2,-1.6
O=C(Cn1cnc2ccccc2c1=O)Nc1ccc(S(=O)(=O)N2CCOCC2)cc1,1.1,1436,5,-11,-6,-5,1.1,1,1.1,-2,-1.2
O=C(COc1ccccc1)NCc1nnc(SCC(=O)Nc2nccs2)n1-c1ccccc1,1,1766,1,12,3,2,1,-1,0.9,-6,.
CCN1/C(=C2\C(=O)N(C)C(=S)N2C)C=Cc2ccccc21,0.9,1638,11,16,2,-5,0.9,5,0.8,-4,.
COc1ccccc1CNC(=S)NCCc1ccccc1,1,1607,1,22,3,4,1,7,0.8,-6,-0.69
c1cncc(-c2nnc3n2N=C(c2cccs2)CS3)c1,1,1540,-18,17,-4,9,1.1,-7,0.8,10,.
S=C(NCC1CCCO1)Nc1cc(Cl)c(Cl)cc1Cl (stereo not given),1,1718,4,7,0,4,1,4,0.9,-1,-0.85
NC(=O)c1ccc(NC(=S)NCc2ccco2)cc1,0.8,1615,2,28,8,-10,0.7,7,0.7,-11,0.26
CC1=NN(c2ccc(Cl)c(C(=O)O)c2)C(=O)C1,1,1547,0,10,1,2,1,0,0.9,1,.

# Some of these compounds in order of the PMI act hi M6P value, low to high.
SMILES	PMI act hi M6P
NC(=O)c1ccc(NC(=S)NCc2ccco2)cc1	0.7
Cc1cccc(C2c3[nH]c4ccccc4c3CCN2Cc2cnn(-c3ccc(F)cc3)c2)n1 (stereo not given)	0.9
O=C(COc1ccccc1)NCc1nnc(SCC(=O)Nc2nccs2)n1-c1ccccc1	1
c1cncc(-c2nnc3n2N=C(c2cccs2)CS3)c1	1.1

# Additional compounds follow.
SMILES,PMI act,TR-FRET SRC-2 ct,G6PDH counter,Diaphorase inh,PPARg SRC-1 ag,PPARg SRC-2 ag,PMI act hi M6P,PPARg SRC3 recr,Diaphorase act,S1P3 antagonist,ROMK primary
CCn1cc(CNC(=O)/C=C/c2ccc([N+](=O)[O-])cc2)c(C)n1,0.9,1695,-2,13,3,-2,1,3,0.9,.,.
CCC(=O)N1c2ccc(S(=O)(=O)CCC(=O)NCCC3=CCCCC3)cc2CC1C (stereo not given),1,1573,16,4,-6,-5,1,0,1,11,-1.5
CN1C(=O)CC(n2c(CO)nc3ccccc32)C1=O (stereo not given),0.8,1518,-10,20,1,3,0.8,3,0.8,-1,-0.15
O=C(COC(=O)CNC(=O)C12CC3CC(CC(C3)C1)C2)Nc1ccccc1,0.9,1590,-7,8,6,5,1,6,0.9,.,1.8
N/C(=N\OC(=O)CC(c1ccccc1)c1ccccc1)c1cccnc1,1,1542,29,5,9,10,1,3,1,0,-0.63
CC(=O)N1CC=CC1(CC(C)C)C(=O)NCCN1CCOCC1 (stereo not given),1.1,1460,12,-5,10,10,1.1,2,1.1,-18,0.91
COc1ccc(/C=N/NC(=O)c2cc(C(C)(C)C)[nH]n2)cc1COc1ccc(F)cc1F,1,1489,-4,3,9,6,1,2,1,-4,-11*
CCOC(=O)c1sc(NC(=O)C(OC(C)=O)c2ccccc2)nc1C (stereo not given),1,1531,4,9,-1,2,1,5,0.9,-6,1.1
COc1ccc(OC)c(/C(O)=C/C(=O)C(=O)Nc2cc(C)ccc2OC)c1,1.1,1249,6,15,2,2,1,-4,0.8,.,1.1
O=c1c2cnn(-c3ccccc3)c2nnn1Cc1ccccn1,1,1464,-11,-4,-3,9,1.1,-11,1,.,-0.36
Cn1c2c(c(=O)n(C)c1=O)CN(CCCN1CCOCC1)CN2,0.9,1471,-10,12,0,-5,1,0,0.9,-15,0.0019
O=C1C(Cl)=C(NCC2CCCO2)C(=O)N1CCc1ccccc1 (stereo not given),1.2,1449,-9,3,-3,2,1.3,-1,1,-22,.
CSc1ccccc1NC(=O)C(=O)c1c[nH]c2ccccc12,1,1614,9,19,9,2,1,2,0.8,-18,0.15
COc1ccc(OC(C)C(=O)NCc2cccnc2)cc1 (stereo not given),0.8,1412,14,22,-2,4,0.9,-9,0.8,-17,.
CCOc1ccc(S(=O)(=O)NN2Cc3ccccc3C2=N)cc1,1.3,1417,5,-7,-14,0,1.2,-4,1.1,-18,-1
Cc1ccc(S(=O)(=O)Nc2ccc(S(=O)(=O)Nc3cc(C)nc(C)n3)cc2)cc1,1,1542,12,9,11,5,1.1,7,0.9,-4,-0.67
Cc1ccc(C(=O)N2CCN(c3ccc(NC(=O)c4ccc(Br)o4)cc3)CC2)cc1,0.8,1506,9,15,4,-3,0.9,16,0.8,.,.
N/C(=N\OC(=O)c1cccc(Cl)c1)c1ccncc1,0.9,1561,18,10,4,4,0.9,4,0.9,-1,-0.39
COc1ccc(Cl)cc1NC(=O)NC(C)C(C)(C)C (stereo not given),0.9,1636,2,4,13,3,0.9,3,1,-9,-1.2
O=C(COC(=O)CC1CC2CCC1C2)Nc1cc([N+](=O)[O-])ccc1F (stereo not given),1,1618,6,13,-6,0,1,0,0.9,-9,0.29
COc1ccc(NC(=O)COc2ccccc2)c(OC)c1,1,1513,-1,-2,-6,-6,1,-10,1,-23,.

# With a hit mark in ROMK primary (from the list above):
structure	PMI act	Diaphorase inh	PPARg SRC-1 ag	PPARg SRC-2 ag	PMI act hi M6P	PPARg SRC3 recr	S1P3 antagonist	ROMK primary
COc1ccc(/C=N/NC(=O)c2cc(C(C)(C)C)[nH]n2)cc1COc1ccc(F)cc1F	1	3	9	6	1	2	-4	-11*
